# MgcRacGAP inhibition: MgcRacGAP GTPase-activating activity inhibitors, confirmation, biochemical, ADP Hunter fluorescence; MgcRacGAP-stimulated Rac1 GTP hydrolysis, ADP Hunter fluorescence; higher % means a stronger effect; GST-tagged Rac1 F28L mutant substrate; inhibition, % at 30 µM, or IC50 in µM where a hit was titrated; actives 0.6% (n = 340,000);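 active = first-screen hits whose inhibition reached a set limit at any dose in the follow-up dose series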;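 also: fluorescence reports GDP produced by GAP-driven GTP hydrolysis; strong numbers were not always called active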
# Large T inhibition: SV40 large T antigen inhibitors, biochemical (AID 1903) | actives 0.39% (n = 310,000) | inhibition, % at 20 µM; hits with a dose series show IC50 in µM | SV40 large T antigen ATPase/helicase inhibition assay; higher % means a stronger effect; in the data active = a potency from the dose series; also: strong numbers were not always called active
# HEK293 NOD2/NF-kB: inhibition of NOD2-driven NF-kB reporter – cell-based, luminescence, uHTS, HEK293 (AID 1566). HEK293 NOD2/NF-kB luciferase reporter, luminescence; higher % means a stronger effect. inhibition, % at 4 µM; hits with a dose series show EC50 in µM. actives 0.63% (n = 290,000); also: many of its hits are not listed in these tables
# HIV peptide binding: inhibitors of HIV fusion peptide binding, primary screen, biochemical, uHTS, fluorescence dequenching (AID 1986). cell-free peptide binding, fluorescence dequenching, 30 min; higher % means a stronger effect. inhibition, % at 20 µM; hits with a dose series show IC50 in µM. actives 0.3% (n = 290,000); in the data active = inhibition mostly above about 52%, no sharp cut-off; inactive = mostly below about 76%; also: some results filed as inactive read as strong as hits
# KOR beta-arrestin-1: kappa opioid receptor activators – cell-based, luminescence, uHTS, primary screen (AID 1777); KOR beta-arrestin recruitment, luminescence; higher % means a stronger effect; activation, % at 10 µM, or EC50 in µM where a hit was titrated; actives 0.02% (n = 280,000); in the data active = activation above about 50%, passing the limit was not always enough; also: a part of the inactive calls stands beside numbers as strong as those of hits
# NOD1 NF-kB reporter: inhibition of NOD1-driven NF-kB reporter – cell-based, luminescence, uHTS, primary screen (AID 1578); NOD1-driven NF-kB luciferase reporter cells, luminescence; higher % means a stronger effect; inhibition, % at 4 µM; hits with a dose series show EC50 in µM; actives 1% (n = 290,000); in the data active = inhibition mostly above about 36%, no sharp cut-off; inactive = mostly below about 34%;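 also: HEK-293T reporter cells stimulated with the NOD1 agonist gamma-tri-DAP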
# GPR55 activation: GPR55 agonists via beta-arrestin recruitment, primary screen, imaging, U2OS cells, beta-arrestin-GFP redistribution (AID 1961); U2OS GPR55 beta-arrestin-GFP redistribution imaging; higher % means a stronger effect; one-dose activation, % at 10 µM; EC50 in µM for titrated hits; actives 0.048% (n = 290,000);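 active = activation above 40% with more than 50 cells counted in the well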;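 also: U2OS osteosarcoma cells stably expressing GPR55 and beta-arrestin-GFP; plate controls were DMSO negative control for no effect and LPI positive control for full effect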
# KOR beta-arrestin-2: KOR antagonists, beta-arrestin recruitment, cell-based, luminescence, uHTS (AID 1778) | actives 0.091% (n = 290,000) | KOR beta-arrestin recruitment, luminescence, antagonist mode; higher % means a stronger effect | inhibition, % at 10 µM, or IC50 in µM where a hit was titrated; also: strong numbers were not always called active
# GPR55 LPI antagonism: GPR55 antagonists blocking LPI-driven arrestin recruitment, primary screen, imaging, U2OS, beta-arrestin-GFP, LPI agonist (AID 2013); actives 0.13% (n = 290,000); inhibition, % at 10 µM, or IC50 in µM where a hit was titrated; U2OS GPR55 beta-arrestin-GFP translocation imaging, LPI antagonism; higher % means a stronger effect;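 active = spots per cell inhibited over 60%, with over 100 cells counted and total cytoplasm intensity under 500,000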;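 also: U2OS cells stably carrying GPR55 and arrestin-GFP stimulated by 5 µM LPI near EC80; imaged beta-arrestin-GFP aggregate spots per cell after agonist stimulation; plate controls were LPI-stimulated DMSO wells for no effect and DMSO wells without LPI for full effect; some results filed as inactive read as strong as hits; confirmed hits need IC50 under 10 µM and bright autofluorescent wells are also inconclusive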
# * = called active by the depositor; · = no result given; & = joins results of further samples; [ ] = remark or other dose. Rule as the data show it, unless noted: active = inhibition above about 50%; inactive = the rest.
# Every second line gives: MgcRacGAP inhibition	Large T inhibition	HEK293 NOD2/NF-kB	HIV peptide binding	KOR beta-arrestin-1	NOD1 NF-kB reporter	GPR55 activation	KOR beta-arrestin-2	GPR55 LPI antagonism
CC1Cc2ccccc2N1C(=O)CO/N=C/c1ccc(OC(F)F)cc1 (stereo not drawn)
  2%	7%	10%	1.2%	-0.3%	-31%	-0.2%	5%	1%
COc1cccc(OC)c1NC(=O)C1CCCN1C(=O)Nc1ccccc1F (stereo not drawn)
  7%	·	9%	0.7%	-1.3%	-1%	-0.1%	-15%	-27%
Cc1cc(=O)[nH]c(SCC(=O)Nc2ccc(F)cc2)c1C#N
  ·	5%	4%	4.9%	3.9%	-21%	-0.2%	-22%	14%
Cc1ccc(OCC(=O)O/N=C(\N)c2ccccn2)cc1
  6%	-4%	-118%	0.2%	-0.8%	-67%	-0.2%	3%	-1%
N#Cc1ccccc1NC(=O)COC(=O)COc1ccccc1[N+](=O)[O-]
  12%	14%	-4%	-1.2%	0.4%	-40%	-0.2%	0%	0%
CCOC(=O)c1c(NC(=O)CN2C(=O)NC3(CCC(C)CC3)C2=O)sc(C)c1-c1ccc(C)cc1 (stereo not drawn)
  0%	25%	-2%	0.6%	3.3%	16%	1.4%	-37%	0%
CNC(=O)NC(=O)C(C)OC(=O)c1oc2ccccc2c1CSc1ccc(Cl)cc1 (stereo not drawn)
  2%	5%	-21%	0.2%	12%	0%	0.0%	-11%	1%
Cc1onc(-c2c(F)cccc2Cl)c1C(=O)OCC(=O)NC(=O)NCC(C)C
  -1%	4%	-2%	1.0%	-0.7%	-33%	-0.6%	-20%	5%
CCOc1ccc(OCC)c(S(=O)(=O)N2CCOCC2)c1
  -2%	24%	17%	1.0%	0.1%	-23%	0.5%	-37%	0%
FC(F)(F)c1cnc(-c2cnc(-c3ccccn3)nc2)c(Cl)c1
  12%	0%	-52%	-1.5%	-2.8%	-41%	-0.5%	18%	-5%
O=C(CN1C(=O)c2cccnc2Oc2ccc(Cl)cc21)Nc1ccc(F)cc1
  4%	·	0%	3.6%	-3.6%	-9%	-0.3%	8%[20 µM]	6%
O=C(O)CCS(=O)(=O)c1cc(Br)cc2c1N(C(=O)C1CC1)CC2
  11%	3%	14%	0.2%	-3.7%	-6%	-0.4%	-18%	4%
COc1cccc(C(=O)NCCCNC(=O)c2cccc(OC)c2)c1
  11%	28%	-5%	4.2%	-2.3%	-5%	-0.2%	1%[20 µM]	8%
COc1ccc(/C=C/C(=O)N[C@@H](C)C(=O)O)cc1
  -9%	-2%	10%	2.1%	4.3%	-6%	-0.3%	3%	2%
CCCCC(NC(=O)CCc1c(C)c2cc3c4c(oc3c(C)c2oc1=O)CCCC4)C(=O)O (stereo not drawn)
  4%	16%	35%	23%	-0.2%	7%	-0.2%	13%	-6%
CC(C)CNS(=O)(=O)c1ccc(OCC(=O)Nc2ccc3c(c2)OCO3)c(Cl)c1
  6%	14%	-7%	-0.7%	-0.5%	-28%	1.2%	-9%	10%
COc1ccc(-n2c(Cc3cc(=O)[nH]c(=O)[nH]3)nnc2SCC(=O)Nc2cc(C(F)(F)F)ccc2Cl)cc1
  12%	-2%	2%	1.2%	-1.3%	-22%	-0.3%	-19%	-2%
O=C(CCNS(=O)(=O)c1cccc2nonc12)Nc1ccc(Cl)cc1
  -4%	6%	12%	-1.5%	-1.4%	-24%	-0.2%	3%	0%
COc1cccc(/C=C2\SC(=O)N(CCC(=O)N3CCCCC3CCO)C2=O)c1 (stereo not drawn)
  14%	0%	3%	-0.2%	6.7%	0%	-0.1%	-33%	-13%
Oc1[nH]c2ccccc2c1C=Nc1ccc2c(c1)OCO2
  14%	11%	-210%	-5.5%	-2.0%	14%	-0.1%	-33%	0%
Cc1ccc(C)c(Cn2c3ccccc3c3cnn(CC(=O)NCCCN4CCCCC4)c(=O)c32)c1
  12%	16%	-8%	-0.6%	-1.5%	-18%	-0.1%	-19%	6%
C=CCSc1[nH]c(=O)cc(C)c1C(N)=O
  6%	25%	14%	0.4%	-4.0%	-15%	-0.1%	4%	14%
O=C(CN1CCCC1)NC(c1ccccc1)c1ccccc1
  24%	3%	5%	13%	-1.2%	35%	-0.1%	0%[20 µM]	5%
O=C(CN1CCOCC1)Nc1ccc(F)cc1
  ·	-2%	-41%	-0.4%	1.9%	10%	0.0%	20%	5%
C=C(C)COc1ccc2c(CC)cc(=O)oc2c1
  12%	6%	2%	-0.7%	-5.8%	-21%	-0.1%	-17%[20 µM]	-3%
CCS(=O)(=O)NCC(c1cccnc1)N1CCN(c2ccccc2)CC1 (stereo not drawn)
  8%	3%	16%	1.3%	-4.7%	-6%	0.4%	7%	1%
COc1cccc(C(=O)N/N=C/C(Br)=C/c2ccccc2)c1
  1%	24%	-25%	-4.3%	3.1%	64%*	0.6%	-45%	-20%
Cc1ccc(NC(=O)c2ccc(-n3cccn3)c([N+](=O)[O-])c2)cc1C
  4%	0%	-1%	2.4%	-5.6%	-20%	-0.2%	-1%	3%
CCn1cc(/C=C(\NC(=O)c2ccccc2OC)C(=O)NCCCN2CCOCC2)c2ccccc21
  7%	12%	13%	0.5%	1.1%	-4%	-0.2%	-16%	10%
O=C(Nc1ccc2c(c1)OCO2)c1cc2nc(C3CC3)cc(C(F)(F)F)n2n1
  10%	-2%	1%	3.4%	16%	1%	-0.1%	-25%	4%
C[N+](C)(CCOc1ccccc1)Cc1ccccc1 (tested in a mixture with another compound)
  4%	-3%	-23%	26%	-3.7%	-47%	-0.1%	11%	7%
Cc1ccc(NC(=O)CCc2nc3ccccc3s2)c(O)c1
  3%	18%	4%	-2.4%	-0.8%	43%*	0.4%	-14%	-15%
COc1ccc(N(CC(=O)NCC2CCCO2)S(=O)(=O)c2c(C)noc2C)cc1 (stereo not drawn)
  -2%	-10%	15%	-0.7%	4.3%	16%	0.2%	8%	1%
O=C(/C=C/c1ccccc1)Nc1ccc(N2CCCCC2)cc1
  8%	4%	-34%	6.6%	-0.9%	-34%	-0.1%	6%	7%
O=C(N/N=C/c1cccnc1)C(O)(c1ccccc1)c1ccccc1
  11%	8%	4%	1.0%	-1.1%	-1%	0.6%	-5%	9%
Cc1ccc(NC(=O)Cn2cc(S(=O)(=O)c3ccc(C)cc3)c(=O)c3cc(F)ccc32)cc1
  -4%	15%	-8%	4.1%	0.1%	-19%	0.3%	-12%	11%
COc1ccc(-c2cc(C(=O)Nc3ccc(F)cc3F)no2)cc1
  12%	9%	14%	1.3%	0.4%	8%	0.4%	-5%	-1%
N#Cc1ccc(NC(=O)CN2C(=O)NC(Cc3ccccc3)C2=O)cc1 (stereo not drawn)
  6%	11%	-11%	0.5%	12%	-5%	-0.2%	12%	1%
CCOC(=O)C1=C(COc2ccccc2)NC(=O)NC1c1cccc([N+](=O)[O-])c1 (stereo not drawn)
  7%	20%	14%	-0.5%	1.1%	-2%	0.2%	-29%[20 µM]	-13%
O=C1CN(C(=O)C2CCCC2)CCN1
  2%	3%	-8%	-0.3%	-3.4%	-38%	0.0%	-5%	2%
O=C(NCCCO)C(=O)c1c(-c2ccccc2)cc2ccccn12
  9%	11%	5%	0.1%	-4.2%	-11%	-0.2%	-8%	4%
COc1cc(-c2nc(-c3ccc4c(c3)-c3ccccc3S4(=O)=O)c(-c3ccccc3)[nH]2)cc(OC)c1O
  2%	3%	4%	2.1%	-8.3%	31%	5.6%	-7%	6%
CCOC(=O)c1cc(NC(=O)C2C3C=CC(O3)C2C(=O)O)cc(C(=O)OCC)c1 (stereo not drawn)
  7%	3%	16%	1.6%	-0.2%	-1%	-0.1%	-5%	13%
COc1ccccc1-n1cnc2cc(NC(C)=O)ccc21
  6%	3%	3%	-1.5%	-2.7%	-5%	-0.1%	7%	7%
CCOC(=O)c1c(-c2ccccc2)csc1NC(=O)CSc1nc(C)cc(C)n1
  6%	16%	12%	1.4%	2.7%	32%	0.1%	28%	-4%
OCC[C@@H]1C[C@H](O)[C@@H](O)[C@@]2(OCCc3ccccc32)O1
  5%	2%	-2%	1.0%	1.2%	-4%	0.2%	-1%[20 µM]	4%
CC1(C)SC2C(NC(=O)COc3ccccc3)C(=O)N2C1C(=O)O (stereo not drawn)
  -6%&0%	14%&4%	-5%	27%	·	-30%	-0.1%	2%[20 µM]	2%
O=C(NC(Cc1c[nH]c2ccccc12)C(=O)O)c1cccs1 (stereo not drawn)
  2%	20%	4%	0.5%	-0.4%	-37%	0.0%	20%	1%
O=C(CN1C(=O)C2C3C=CC(C3)C2C1=O)Nc1ccc2nccnc2c1 (stereo not drawn)
  12%	7%	10%	-1.2%	3.9%	3%	-0.2%	3%	13%
CCC(=O)N1CCc2cc(Br)cc(S(=O)(=O)N3CCCC(C(=O)NC(C)(C)C)C3)c21 (stereo not drawn)
  6%	-2%	16%	1.2%	-3.7%	10%	-0.2%	-8%	4%
CC(C)(C)NC(=O)COC(=O)c1ccccc1C(=O)c1ccccc1
  -10%	-5%	6%	-0.6%	-5.6%	-13%	0.4%	13%	20%
CCc1ccc(C2CC(c3ccc(Cl)cc3)n3nc(N)nc3N2)cc1 (stereo not drawn)
  5%	9%	8%	0.5%	-1.8%	-2%	0.7%	-12%	4%
COc1cc(C(=O)NCC(=O)OCC(=O)Nc2ncc(Cl)cc2Cl)cc(OC)c1OC
  6%	7%	11%	-1.5%	-1.0%	26%	0.1%	-30%	-7%
O=C1CCN(C2CCN(Cc3nc(Cc4ccccc4F)no3)CC2)CCN1
  4%	-5%	6%	-0.7%	-0.5%	-19%	-0.2%	-8%	9%
O=C(COC(=O)c1cccc2ccccc12)Nc1ncc(C(F)(F)F)cc1Cl
  0%	-9%	14%	-1.6%	3.0%	18%	-0.1%	-11%	9%
Cc1nn(-c2ccccc2)c2nc(C(F)(F)F)[nH]c(=O)c12
  6%	10%	30%	9.6%	-2.0%	-4%	0.0%	-20%	-6%
CCN(CC)CCCn1c(=S)[nH]c2ccccc2c1=O
  11%	14%	12%	0.5%	-2.9%	3%	0.3%	9%	11%

# Ordered by SMILES length (lowest first): 3 of the compounds above.
# Every second line gives: MgcRacGAP inhibition	Large T inhibition	HEK293 NOD2/NF-kB	HIV peptide binding	KOR beta-arrestin-1	NOD1 NF-kB reporter	GPR55 activation	KOR beta-arrestin-2	GPR55 LPI antagonism
C=C(C)COc1ccc2c(CC)cc(=O)oc2c1
  12%	6%	2%	-0.7%	-5.8%	-21%	-0.1%	-17%[20 µM]	-3%
FC(F)(F)c1cnc(-c2cnc(-c3ccccn3)nc2)c(Cl)c1
  12%	0%	-52%	-1.5%	-2.8%	-41%	-0.5%	18%	-5%
Cc1onc(-c2c(F)cccc2Cl)c1C(=O)OCC(=O)NC(=O)NCC(C)C
  -1%	4%	-2%	1.0%	-0.7%	-33%	-0.6%	-20%	5%

# Assay outcomes deposited in PubChem BioAssay by several laboratories.

# An excerpt; the hit share may differ from the screen's.
